Bioassay records from PubChem.
CaV13 FRET inh: Disruptors of the CACNA1D IQ motif to Ca2+-dependent inactivation inhibitor domain association, primary screening, Förster resonance energy transfer in intact living … | HEK cells, CFP/YFP FRET ICDI-IQ, plate reader, 10 min; percent FRET-ratio fall versus neutral wells | inhibition, % at 12.3 µM | 0.098% of 340,000 active;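 active = mean replicate inhibition of at least 30% and at least 1% of replicates passing that level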;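 note: 0% = median of the neutral control wells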
NR2E3 ag-1: agonists of human nuclear receptor NR2E3 | inhibition of corepressor binding, % at 4.78 µM | AID 2300 | 0.12% of 320,000 active | GST-NR2E3/biotin-RetCOR TR-FRET, 1536-well | Q9Y5X4;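 active = percent inhibition above the cutoff of mean plus 3 SD of all tested compounds, set per screening campaign, cut at about 20% in these data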;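 note: 0% = DMSO wells and 100% = biotin wells as full block of FRET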
Target sequence (Q9Y5X4 whole entry, looked up): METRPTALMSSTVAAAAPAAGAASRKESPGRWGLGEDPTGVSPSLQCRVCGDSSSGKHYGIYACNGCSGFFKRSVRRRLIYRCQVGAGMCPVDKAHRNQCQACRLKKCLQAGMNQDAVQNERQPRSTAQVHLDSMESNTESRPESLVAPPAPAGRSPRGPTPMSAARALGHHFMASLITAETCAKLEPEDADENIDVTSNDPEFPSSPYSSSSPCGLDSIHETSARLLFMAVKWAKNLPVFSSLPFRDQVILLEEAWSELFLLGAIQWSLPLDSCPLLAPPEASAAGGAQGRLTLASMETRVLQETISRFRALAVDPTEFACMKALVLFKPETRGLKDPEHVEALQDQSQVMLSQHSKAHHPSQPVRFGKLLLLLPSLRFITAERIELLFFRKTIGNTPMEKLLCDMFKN
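system = GST-tagged NR2E3 plus biotinylated RetCOR corepressor | input = 1.35 nM GST-NR2E3 | also added = 7 nM biotin-RetCOR | schedule = 5 h incubation at 4 °C | measured by = TR-FRET with europium anti-GST and streptavidin-D2, 340 nm excitation | read-out = percent loss of FRET ratio relative to control wells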
aDG glyco act: alpha-DG glycosylation activation; Pro5-aDG cells, alpha-DG glycosylation AlphaScreen (IIH6); 0% Pro5, 100% B10-LARGE cell signal; activation, % at 10 µM; 0.22% of 360,000 active;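 active = activation of at least 8% versus controls, or a plate z-score of at least 8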;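 note: Pro5 are CHO cells carrying HIG-tagged alpha-DG that lacks glycosylation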
Granule exo inh: lytic granule exocytosis inhibition | TALL-104 LAMP-1 surface exposure, flow cytometry; cells stimulated with thapsigargin and PMA | inhibition, % at 10 µM | 0.66% of 360,000 active | AID 651702;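 active = inhibition above about 55%, limit read from the data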
Peg3 prom inh: inhibitors of Peg3 promoter | HeLa PEG-Prom luciferase reporter, luminescence, overnight | inhibition, % at 20 µM | 1.7% of 360,000 active;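 active = inhibition of at least 50% at 20 µM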
Vif inh: HIV Vif inhibition; 0.35% of 340,000 active; HEK293T cells, Vif self-association by quenched fluorescence, imaging, 24 h; inhibition, % at 7.49 µM; in the data active = inhibition above about 50%, passing the limit was not always enough; note: some results filed as inactive read as strong as hits
iPSC survival up: enhancers of human iPSC single-cell survival; hiPSC single-cell survival, ATPlite luminescence; 100% = ROCK inhibitor wells, 0% = DMSO; survival enhancement, % at 20 µM; 0.044% of 360,000 active; in the data active = survival enhancement above about 18%;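 note: cells exposed to compounds for 16 hours before the ATP read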
PDI inh: inhibitors of human protein disulfide isomerase; 0.052% of 350,000 active; PDI insulin aggregation turbidity, A650, 90 min; P07237; inhibition, % at 10 µM;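 active = mean inhibition across replicates of 30% or more, whatever share of single replicates reach that level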;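 note: absorbance from insulin aggregation driven by PDI reduction with DTT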
Target sequence (P07237 whole entry, looked up): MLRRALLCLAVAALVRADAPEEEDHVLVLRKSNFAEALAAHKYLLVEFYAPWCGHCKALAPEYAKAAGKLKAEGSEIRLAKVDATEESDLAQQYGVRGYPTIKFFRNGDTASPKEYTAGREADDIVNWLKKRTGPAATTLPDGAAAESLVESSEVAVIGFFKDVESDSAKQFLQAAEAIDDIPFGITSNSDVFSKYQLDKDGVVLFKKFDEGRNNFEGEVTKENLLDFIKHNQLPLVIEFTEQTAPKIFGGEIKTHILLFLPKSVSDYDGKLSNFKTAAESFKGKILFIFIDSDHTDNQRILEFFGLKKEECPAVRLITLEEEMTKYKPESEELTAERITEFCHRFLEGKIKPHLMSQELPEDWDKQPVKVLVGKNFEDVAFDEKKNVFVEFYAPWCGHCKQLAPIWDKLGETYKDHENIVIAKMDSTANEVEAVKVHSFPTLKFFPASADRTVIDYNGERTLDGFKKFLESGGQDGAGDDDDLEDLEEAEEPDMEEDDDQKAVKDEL
HIF-2a inh: HIF-2a inhibition | 0.72% of 360,000 active | 786-0 RCC cells HIF-2a reporter, luciferase luminescence, overnight | inhibition, % at 18.8 µM;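 active = inhibition of the luminescence signal of 40% or more relative to plate controls, in a single-dose primary screen at 18.75 µM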
NR2E3 ag-2: agonists of human NR2E3 nuclear receptor | Q9Y5X4 | CHO-S Gal4-NCOR/VP16-NR2E3 two-hybrid, luciferase | inhibition of corepressor binding, % at 3.98 µM | 0.35% of 360,000 active | AID 602229;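 active = inhibition above the mean of all tested compounds plus 3 SD, cut at about 70% in these data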;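 note: 0% = DMSO with NR2E3 transfected cells and 100% = cells lacking NR2E3 construct; higher means lower luciferase signal from less NR2E3 corepressor binding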
TRPM1 prom inh: MITF TRPM1 promoter inhibition in SK-MEL-5 cells. SK-MEL-5 TRPM1 promoter luciferase, 24 h. inhibition, % at 12.5 µM. 0.83% of 330,000 active. AID 488899;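 active = mean inhibition across replicates of 60% or more, whatever share of single replicates reaches that level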; note: values of inactives mirror those of a sister screen read the other way
* marks the source's active call; other numbers are inactive results; . = no result given.

SMILES	CaV13 FRET inh	NR2E3 ag-1	aDG glyco act	Granule exo inh	Peg3 prom inh	Vif inh	iPSC survival up	PDI inh	HIF-2a inh	NR2E3 ag-2	TRPM1 prom inh
CCO[C@@H]1OC(C(=O)N2CCOCC2)=C[C@H](c2ccc(Br)cc2)[C@H]1CCCO	-8	2	-0.1	18	10	12	3.1	-4	15	-3	-6
CCCNc1c(NC(C)=O)c(=O)oc2ccccc12	-4	0	-0.1	3	14	.	-1.1	1	21	-19	10
Cc1csc(=O)n1CC(=O)OCC(=O)NCc1ccc(F)cc1	-6	-3	0.5	-1	-15	-3	0.1	-2	0	6	0
COC(=O)c1sccc1-n1cccc1C(=O)N1CCOCC1	.	3	0.1	0	11	7	-1.1	0	-1	-16	8
CCC(=O)N1CCN=C1SCc1ccccc1Cl	1	3	0.1	0	-8	6	-2.5	-5	-11	10	-18
CCC(=O)Oc1oc(-c2ccccc2)nc1C=Nc1ccccc1OC	-6	0	-0.1	7	5	-4	-1.0	-6	10	-12	26
COc1ccc(OC)c2c(N)c(C#N)c(C(F)(F)C(F)(F)F)nc12	-4	2	-0.3	0	14	-8	4.3	0	9	-26	6
Cc1ccc(C(=O)OCC(=O)NCCc2ccccc2)cc1S(=O)(=O)N1CCOCC1	-6	-2	-0.2	-6	4	27	0.7	3	0	-9	3
O=S(=O)(CCSc1nc2ccccc2s1)c1nc2ccccc2s1	-5	-1	-0.7	15	58*	26	-4.7	-6	57*	-23	39
Cc1nn(CCc2n[nH]c(=S)n2C2CCCCC2)c(C)c1Br	-4	-2	0.1	-2	-1	-5	-3.6	6	14	0	8
Cc1cc(NC(=O)C(C)SCC(=O)Nc2ccccc2OC(F)F)no1 (configuration not stated)	-6	-3	0.2	18	9	-4	-0.4	9	4	-13	-2
O=C(O)CC1(CC(=O)N2CCN(CCO)CC2)CCCC1	6	1	-0.2	0	1	-3	-0.3	4	7	12	-5
CCc1sc(N(C(=O)Cc2ccccc2)c2ccccc2)nc1-c1ccccc1	.	1	-0.1	-11	6	4	6.3	2	1	3	11
O=C(OCc1ccccc1)c1cccnc1Cl	3	-1	0.0	0	-14	-5	0.2	4	7	-15	-7
Cc1ccc(C2C(C(=O)O)c3ccccc3C(=O)N2C)o1 (configuration not stated)	.	2	-0.2	-1	14	3	-1.6	2	12	1	3
Clc1ccc(CNCCC2=CCCCC2)cc1	-7	4	0.1	1	-12	-1	0.4	3	0	15	-1
OC(CN1CCN(Cc2ccccc2)CC1)c1ccccc1 (configuration not stated)	7	-1	0.2	8	22	5	1.2	-1	10	-3	4
COc1cc2oc(=O)cc(-c3ccc(-c4ccc(CO)cc4)cc3)c2c(OC)c1OC	-6	.	0.2	-1	-18	-1	-0.4	-13	4	-59	-16
Fc1ccc(CN2CCSCC2)cc1Br	-4	0	0.0	-2	14	1	0.5	-5	-14	-6	-6
COc1ccc(C2=NOC(C(=O)Nc3ccc(C(C)=O)cc3)C2)cc1OC (configuration not stated)	-5	3	0.0	2	-53	-3	1.9	0	-104	-39	-19
Nc1nnc(COc2ccc(Br)cc2Br)s1	-2	-2	0.1	3	-216	3	0.4	-4	-266	-113	-70
CC(C)C(=O)Nc1ccc(C(=O)NNC(=O)c2cccs2)cc1	-4	-1	-0.1	0	-11	2	-0.9	2	-19	1	2
COc1cccc(C2C(C(=O)c3cccs3)=C(O)C(=O)N2CCN(C)C)c1OC (configuration not stated)	-5	-1	-0.2	-2	12	13	-0.6	-2	17	-5	-7
CCOc1cc(/C=N/NC(=O)CSc2nncn2C)ccc1OCc1ccccc1	-5	-1	0.1	-5	-68	-11	-0.4	4	5	-2	-3
Cc1ccc(C(=O)N2CCN(Cc3ccccc3)CC2)cc1S(=O)(=O)N1CCOCC1	-6	.	0.0	-6	8	-2	0.6	7	7	2	-8
COc1ccc(Nc2nc(N3CCN(S(=O)(=O)N(C)C)CC3)nc3ccccc23)cc1	-4	0	-0.1	81*	34	-10	-0.3	5	11	13	-5
c1ccc(OCCn2cnc3ccccc32)cc1	-6	2	0.3	-1	-30	-5	1.7	-6	-46	-1	-7
Cc1cc(C)c2c(N)c(S(=O)c3ccc(C(C)(C)C)cc3)sc2n1 (configuration not stated)	.	1	1.0	-6	-12	-1	-2.2	-5	-29	-3	-5
Cc1nn(C)cc1-c1cc(C(=O)O)c2ccccc2n1	-5	0	-0.3	-1	7	15	-0.7	6	9	-19	12
COc1cccc(N2C(=O)C3CCCN3C2c2ccc(F)cc2)c1 (configuration not stated)	-6	2	-0.1	-3	8	20	0.6	-6	-4	-3	-8

Profiles, quoted from the list:
CC(C)C(=O)Nc1ccc(C(=O)NNC(=O)c2cccs2)cc1 is listed with CaV13 FRET inh: -4; NR2E3 ag-1: -1; aDG glyco act: -0.1; Granule exo inh: 0; Peg3 prom inh: -11; Vif inh: 2; iPSC survival up: -0.9; PDI inh: 2; HIF-2a inh: -19; NR2E3 ag-2: 1; TRPM1 prom inh: 2
Fc1ccc(CN2CCSCC2)cc1Br is listed with CaV13 FRET inh: -4; NR2E3 ag-1: 0; aDG glyco act: 0.0; Granule exo inh: -2; Peg3 prom inh: 14; Vif inh: 1; iPSC survival up: 0.5; PDI inh: -5; HIF-2a inh: -14; NR2E3 ag-2: -6; TRPM1 prom inh: -6

Continued.
SMILES	CaV13 FRET inh	NR2E3 ag-1	aDG glyco act	Granule exo inh	Peg3 prom inh	Vif inh	iPSC survival up	PDI inh	HIF-2a inh	NR2E3 ag-2	TRPM1 prom inh
COc1cccc(-n2nnnc2SCC(=O)NCc2ccco2)c1	-6	1	0.0	-1	-4	1	5.7	6	12	-48	-1
CCn1c(CC(=O)Nc2ccccc2)nnc1SCC(=O)Nc1nnc(C)s1	-2	1	-0.1	-7	-2	68*	0.5	-5	12	-19	-3
CCN(CC)S(=O)(=O)c1ccc(NCc2ccccn2)nc1	-14	-1	0.2	6	-8	-4	2.1	16	0	-21	0
O=C1NC(=O)C(=C2CCCCCC2)S1	-15	7	0.0	2	3	5	-0.5	7	0	-7	-1
O=C(CSc1ncccc1C(=O)O)NC1CCCCCCC1	-3	-5	0.0	-7	-6	8	-0.7	-2	9	-12	4
Cc1cc(C(=O)COC(=O)c2ccc(CO)cc2)c(C)n1CC1COc2ccccc2O1 (configuration not stated)	-6	1	0.6	5	15	14	-1.9	6	9	-30	2
CCc1cc(CNC(=O)CC2C(=O)NCCN2CC2CCCCC2)on1 (configuration not stated)	-6	5	-0.2	-4	-1	-8	-0.3	0	6	-28	6
COc1cccc(CN2CCN(C(=S)NCc3ccc(Cl)cc3)CC2)c1	3	-1	0.3	1	22	-2	-3.2	-3	10	22	5
CC1CCCCC1NC(=O)COC(=O)CCC(=O)c1cccs1 (configuration not stated)	-3	3	-0.1	-3	3	-3	0.1	-3	6	-12	-20
CCOC(=O)C(=CNc1ccc2c(c1)c1ccccc1n2CC)C(=O)OCC	-4	1	0.1	1	13	-14	-0.4	8	8	-26	14
COc1ccc(CN(C)C(=O)c2ccc(NS(=O)(=O)c3ccc(F)cc3)cc2)c(OC)c1	-3	6	0.1	0	17	-6	1.8	-3	5	10	8
CCCCNc1cc(NC(C)=O)cc2cc(OC)c(OC)cc12	.	-12	5.7	16	9	.	-3.2	-1	7	-22	3
CSc1ccc(S(=O)(=O)NCCCn2ccnc2)cc1	-16	2	0.0	1	23	-9	1.9	7	6	-23	4
COC(=O)c1cc(Oc2ccc(C(=O)OC)cc2N)cc(C(=O)OC)c1	-5	-2	0.3	0	4	.	-1.5	12	3	-3	-6
NC(=O)CC(NC(=O)Cc1ccc(Br)cc1)c1ccc(NC2CC3CCC2C3)c([N+](=O)[O-])c1 (configuration not stated)	-4	1	-0.5	5	29	-7	0.4	-6	-19	42	-43

An excerpt of these results, in CSV form.
canonical_smiles,CaV13 FRET inh,NR2E3 ag-1,aDG glyco act,Granule exo inh,Peg3 prom inh,Vif inh,iPSC survival up,PDI inh,HIF-2a inh,NR2E3 ag-2,TRPM1 prom inh
CC1CCCCC1NC(=O)COC(=O)CCC(=O)c1cccs1 (configuration not stated),-3,3,-0.1,-3,3,-3,0.1,-3,6,-12,-20
CCOC(=O)C(=CNc1ccc2c(c1)c1ccccc1n2CC)C(=O)OCC,-4,1,0.1,1,13,-14,-0.4,8,8,-26,14

Carrying on.
SMILES	CaV13 FRET inh	NR2E3 ag-1	aDG glyco act	Granule exo inh	Peg3 prom inh	Vif inh	iPSC survival up	PDI inh	HIF-2a inh	NR2E3 ag-2	TRPM1 prom inh
Oc1c(Br)cc(Br)cc1C=NCc1ccc(F)cc1	-132	-8	-0.2	31	26	-4	-0.6	1	19	-11	14
CCc1nc(C)cn1S(=O)(=O)c1cc(Br)ccc1OC	-9	2	0.0	-1	12	-5	2.3	-7	1	-3	-1
O=C(OCc1ccc([N+](=O)[O-])cc1)C1CCN(S(=O)(=O)c2ccccc2)CC1	-3	4	0.3	-2	0	-9	-2.0	-3	22	-13	1
CCOC(=O)c1c(N2C(=O)CC(Sc3ccccc3C(=O)O)C2=O)sc(C)c1C (configuration not stated)	-15	2	0.1	48	-2	-12	0.2	0	13	3	-10
CCN(CC(=O)Nc1cc(Cl)ccc1C)C(=O)COc1ccccc1F	-4	4	-0.2	-1	15	-16	-1.7	2	13	4	-4
CN(C)c1ccc(-c2noc(C3CCN(S(=O)(=O)c4cccc(C(=O)O)c4)CC3)n2)cc1	-8	3	0.1	-5	-8	2	-1.6	-3	1	-9	8
Cc1ccc(S(=O)(=O)N2CCCCC2)cc1NC(=O)c1ccc(=O)[nH]c1	-5	.	0.2	-7	-5	12	4.5	-4	18	-25	.
CCOC(=O)C1CCCN(c2ncnc3c2cnn3-c2ccc(Cl)cc2)C1 (configuration not stated)	-12	-1	0.0	-1	-45	5	0.3	10	-17	-29	38

Looked up above.
O=C(OCc1ccc([N+](=O)[O-])cc1)C1CCN(S(=O)(=O)c2ccccc2)CC1 in iPSC survival up is listed with -2.0
CN(C)c1ccc(-c2noc(C3CCN(S(=O)(=O)c4cccc(C(=O)O)c4)CC3)n2)cc1 in Granule exo inh is listed with -5
CCOC(=O)C1CCCN(c2ncnc3c2cnn3-c2ccc(Cl)cc2)C1 (configuration not stated) in Peg3 prom inh is listed with -45

Some of these compounds in order of their number in NR2E3 ag-2, lowest first:
SMILES | CaV13 FRET inh | NR2E3 ag-1 | aDG glyco act | Granule exo inh | Peg3 prom inh | Vif inh | PDI inh | HIF-2a inh | NR2E3 ag-2 | TRPM1 prom inh
CCOC(=O)C1CCCN(c2ncnc3c2cnn3-c2ccc(Cl)cc2)C1 (configuration not stated) | -12 | -1 | 0.0 | -1 | -45 | 5 | 10 | -17 | -29 | 38
O=C(OCc1ccc([N+](=O)[O-])cc1)C1CCN(S(=O)(=O)c2ccccc2)CC1 | -3 | 4 | 0.3 | -2 | 0 | -9 | -3 | 22 | -13 | 1
Oc1c(Br)cc(Br)cc1C=NCc1ccc(F)cc1 | -132 | -8 | -0.2 | 31 | 26 | -4 | 1 | 19 | -11 | 14
CCc1nc(C)cn1S(=O)(=O)c1cc(Br)ccc1OC | -9 | 2 | 0.0 | -1 | 12 | -5 | -7 | 1 | -3 | -1
CCN(CC(=O)Nc1cc(Cl)ccc1C)C(=O)COc1ccccc1F | -4 | 4 | -0.2 | -1 | 15 | -16 | 2 | 13 | 4 | -4
